# Screening results deposited in PubChem BioAssay by National Center for Advancing Translational Sciences (NCATS).
# aGlu spleen mod = inhibits or activates alpha-glucosidase in human spleen homogenate; P10253; human spleen homogenate, 4-MU-alpha-glucoside fluorescence; Potency, µM (titrated, usually from 79.9 µM), for inactives: at the highest dose activity change, negative = inhibition, usual class: inhibitors; 240,000 compounds, 0.006% hits; AID 2112;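 further: 0% = enzyme with vehicle and -100% = no enzyme basal signal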
#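 Human spleen homogenate (1 ug) incubated with compounds and 1 mM 4-methylumbelliferyl-alpha-D-glucopyranoside in pH 5.0 citrate/phosphate buffer, 37 C, 40 min. Stopped at pH 10; 4-MU fluorescence (Ex 365/Em 440 nm); AC50 by Hill fit.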
# GoLoco inh red = RGS12 GoLoco-Gai1 interaction inhibition; Gai1:RGS12 GoLoco peptide FP, rhodamine, 10 min; 230,000 compounds, 0.44% hits; P63096; Potency, µM (titrated, usually from 61.6 µM), for inactives: at the top dose activity, negative = inhibition, most hits filed as inhibitors; active means well fitted inhibition curve with a large enough effect, not every such curve was filed as active; inactive means no such curve, though single readings can be large or run the other way; further: on the % scale 0 is the no-effect control and ±100 the full control effect; nearly all actives have a fitted effect of over 30% in size; many of its hits are not listed in these tables
# Target sequence (P63096 whole entry, looked up): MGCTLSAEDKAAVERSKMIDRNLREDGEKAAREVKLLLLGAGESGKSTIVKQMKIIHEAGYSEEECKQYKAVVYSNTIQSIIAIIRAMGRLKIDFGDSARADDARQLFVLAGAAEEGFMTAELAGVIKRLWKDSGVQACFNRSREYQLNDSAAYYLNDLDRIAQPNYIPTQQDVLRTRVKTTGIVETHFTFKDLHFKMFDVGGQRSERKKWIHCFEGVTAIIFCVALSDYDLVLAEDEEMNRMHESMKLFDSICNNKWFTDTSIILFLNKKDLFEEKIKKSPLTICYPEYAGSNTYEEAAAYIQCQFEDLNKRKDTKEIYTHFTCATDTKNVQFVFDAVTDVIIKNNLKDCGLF
# GAA inhib = inhibitors of human lysosomal alpha-glucosidase | P10253 | purified human GAA, 4-MU-alpha-glucoside fluorescence | Potency, µM (titrated, usually from 76.9 µM), for the others: at the top dose activity change, negative = inhibition, usual class: inhibitors | 200,000 compounds, 0.005% hits;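 further: plate controls were uninhibited enzyme wells for no effect and no-enzyme background for full effect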
#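 Enzyme (4 nM final) mixed with compound (up to 77 uM), then 4-MU-alpha-D-pyranoside (400 uM final) added; 20 min at room temperature, pH 5.0. Reaction stopped at pH 10, fluorescence read, AC50 derived by Hill fit.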
# GAA glycogen mod = inhibitors or activators of human alpha-glucosidase glycogen cleavage; P10253; recombinant GAA, glycogen substrate, Amplex Red glucose oxidase fluorescence; Potency, µM (doses to about 76.4 µM), inactives show at the top dose activity change, negative = inhibition, hits mostly inhibitors; 300,000 compounds, 0.38% hits; AID 2100;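 further: 0% = full enzyme reaction and -100% = no-enzyme basal signal; the screen sought inhibitors and activators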
#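 Recombinant human enzyme (4 nM); glycogen substrate; 37 C, 40 min, pH 5.0. Readout: coupled glucose oxidase/Amplex Red fluorescence.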
# HTT aggregate = mutant huntingtin aggregation inhibition. PC12 HttQ103-GFP aggregates, Acumen cytometry, 40 h. Potency, µM (top dose mostly 46.1 µM), without a hit: top-dose activity change, negative = inhibition, hits mostly inhibitors. 220,000 compounds, 1.1% hits; further: on the % scale 0 is the no-effect control and ±100 the full control effect; nearly all actives have a fitted effect of over 60% in size
#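 Read-out: GFP aggregate count by laser scanning cytometer (488 nm excitation, 500-530 nm emission, 1–25 µm objects >6 SD above background). Cells: PC12, inducible HTTex1-Q103-GFP, 100 nM tebufenozide; compounds titrated.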
# IMPase Li cell = cell-permeable IMPase inhibitors with lithium potentiation. CHO-M1 cells, IP1 TR-FRET (IP-One), carbachol + lithium. Potency, µM (doses to about 59.4 µM), without a hit: at the highest dose activity, negative = IMPase inhibition, usual class: inhibitors. 210,000 compounds, 0.35% hits;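 further: IP1 builds up when IMPase is blocked and the TR-FRET signal falls; plate controls were basal vehicle for no effect and high inhibitor control for full effect; nearly all actives have a fitted effect of over 50% in size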
#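 Lithium-sensitised IP1 accumulation assay; M1-expressing CHO cells treated 30 min at 37C with compound. Competitive antibody detection by time-resolved FRET followed a 10 min room-temperature lysis step.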
# HTT ATP protect = Huntington cell model cytoprotection by ATP luminescence. PC12 HTT-Q103 induced, cytoprotection, ATP luminescence, 40 h. Potency, µM (top dose mostly 56.4 µM), for the others: cytoprotection (ATP increase), actives largely listed as activators. 230,000 compounds, 0.14% hits. AID 1471;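 further: % of control where 0% means no effect; nearly all actives have a fitted effect of over 45% in size; toxic huntingtin expression switched on by the ecdysone agonist tebufenozide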
#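 Huntington model: PC12 line, ecdysone-inducible HTTQ103 exon1–GFP, tebufenozide 100 nM. Test articles in a dose series. Endpoint luminescence from cellular ATP.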
# Active calls of the source: *; ? = inconclusive; nt = not tested or not shown; & = joins results of further samples; [ ] = remark or other dose. Unless noted, the call rests on the fitted dose curve; in most records, active means well fitted curve in the direction sought with a large enough effect; inconclusive means small, poorly fitted or top-dose-only effect, or another doubt; inactive means no such curve, though single readings can be large; an effect the other way counts as inactive or inconclusive. Potency means the concentration at half of the fitted maximal effect.
SMILES,aGlu spleen mod,GoLoco inh red,GAA inhib,GAA glycogen mod,HTT aggregate,IMPase Li cell,HTT ATP protect
CCCCCn1c(N(C)Cc2ccccc2)nc2c1c(=O)[nH]c(=O)n2C,1%,-1%,5%,-8%,7%,42%[activator][38.3 µM],-10%
CCOCCCNC(=S)NCCNc1nc2c(C)cccc2cc1C#N,-4%,61%[activator],2%,-1%,-20%,?,5%[10 µM]
COc1ccccc1-c1cc(C(F)(F)F)nc(S(=O)(=O)CCCC(=O)Nc2cccnc2Cl)n1,6%,2%,5%,-7%,?,13%,-171%[inhibitor]
CCC(C)(C(=O)Nc1c(C)cccc1C)N(C)C(=O)c1ccc2ccccc2n1 (configuration not stated),-1%,7%,nt,0%,-13%[9.22 µM],nt,13%[10 µM]
O=C(C1=NNCC1c1ccccc1)C1OC1c1ccccc1 (configuration not stated),-4%,13%,nt,-2%,-4%[9.22 µM],nt,18%[10 µM]
O=C(N/N=C/c1ccc([N+](=O)[O-])cc1)c1c[nH]c2ccccc12,-8%,2%,?,5%,11%,-1%,-35%[10 µM]
O=C(CSc1nnnn1C1CCCC1)N1CCN(C(=O)c2ccco2)CC1,-1%,7%,0%,4%,21%,-2%,-5%[10 µM]
COc1ccc(C(=O)N/N=C/c2ccc(SC)cc2)cc1,6%,11%,-3%,-7%,10%,3%,nt
O=C(Nc1ccc[n+](CC(=O)c2cccc3ccccc23)c1)c1ccccc1,-1%,13%,0%,-3%,17%,11%,10%[10 µM]
COc1ccc(-c2cc(-c3cc(F)ccc3O)[nH]n2)cc1OC,-5%,9%,-3%,-18%,0%,5%[38.3 µM],-26%
O=C(O)CCCC(=O)N1CCN(c2nc(-c3ccccc3)c3ccccc3n2)CC1,8%,1%,-8%,-16%,-6%,-3%[38.3 µM],-23%
Cc1ccc(Cl)cc1N1CCN(C(=O)CSc2ccsc2[N+](=O)[O-])CC1,3%,33%[activator],1%,-3%,?,8%,-2%[10 µM]
CC(C)c1nc(SCC(=O)N2c3ccccc3CC2C)c2ccccc2n1 (configuration not stated),-2%,-1%,-2%,1%,?,-6%[38.3 µM],10%[10 µM]
COc1cccc2sc(N)nc12,-5%,5%,nt,nt,nt,-11%,17%
CCC(=O)NC(=S)Nc1ccc(NC(=O)c2ccco2)c(OC)c1,5%,8%,3%,6%,-5%,-5%,-15%[10 µM]
CCOC(=O)c1ccccc1NC(=O)CSc1nnc(Cc2cccn2C)n1-c1ccc(F)cc1,0%,4%,-7%,-11%,7%,9%[38.3 µM],-37%
CCOc1ccccc1NS(=O)(=O)c1cn(C)c(=O)n(C)c1=O,-3%,0%,nt,3%,-7%[9.22 µM],nt,-11%[10 µM]
CC(=O)CCc1ccc(Oc2nc(-c3cccnc3)nc3ccccc23)cc1,-1%,13%,2%,3%,-21%,27%,1%[10 µM]
COC(=O)c1cc2occc2n1Cc1nc(-c2ccccc2F)oc1C,-2%,3%,nt,-3%,1%[9.22 µM],nt,15%[10 µM]
O=C(COC(=O)c1ccc2[nH]c3c(c2c1)CCCC3)NC1CCS(=O)(=O)C1 (configuration not stated),-1%,1%,-2%,-1%,18%,-1%,-37%[inhibitor]
CN(CCO)C(=O)C(c1ccccc1)c1ccccc1,-9%,-9%,nt,3%,15%[9.22 µM],nt,19%[10 µM]
CC(=O)[C@@H]1[C@H]2[C@H](C(=O)[C@H]3OC[C@@H]2O3)[C@H]2C=Cc3ccccc3N21,1%,10%,nt,nt,nt,352%[activator],8%[1.9 µM]
CSCCOC(=O)C1=C(C)Nc2ccc(C)cc2S1,0%,9%,5%,?,13%,32%[38.3 µM],?
O=C(Cc1cc(=O)[nH]c(=O)[nH]1)NCc1ccccc1,-1%,-15%,-4%,8%,15%,-4%,nt
CCC(=O)Nc1ccc(NC(=O)/C=C/c2ccc(Cl)cc2)cc1,-10%,nt,3%,16%,-19%,nt,3%[10 µM]

# Single records, as listed above.
# Shown for CC(=O)[C@@H]1[C@H]2[C@H](C(=O)[C@H]3OC[C@@H]2O3)[C@H]2C=Cc3ccccc3N21 → aGlu spleen mod: 1%; GoLoco inh red: 10%; GAA inhib: nt; GAA glycogen mod: nt; HTT aggregate: nt; IMPase Li cell: 352%[activator]; HTT ATP protect: 8%[1.9 µM]
# Shown for CCOCCCNC(=S)NCCNc1nc2c(C)cccc2cc1C#N → aGlu spleen mod: -4%; GoLoco inh red: 61%[activator]; GAA inhib: 2%; GAA glycogen mod: -1%; HTT aggregate: -20%; IMPase Li cell: ?; HTT ATP protect: 5%[10 µM]

# New compounds follow:
SMILES,aGlu spleen mod,GoLoco inh red,GAA inhib,GAA glycogen mod,HTT aggregate,IMPase Li cell,HTT ATP protect
Cc1cccc(-n2c(C)cc(/C=N/n3cnnc3)c2C)c1,3%,-3%,-11%,11%,-30%,24%[38.3 µM],-28%
COC(=O)c1c(C(=O)OC)c2ccncn2c1Cl,-3%,9%,4%,6%,1%,18%[38.3 µM],-10%
O=C(NCCCN1CCCC1=O)c1ccc2c(c1)OCO2,1%,-10%,-4%,10%,-3%,3%[38.3 µM],-19%[0.074 µM]
NS(=O)(=O)c1ccc(NC(=O)Cc2c(F)cccc2Cl)cc1,1%,1%,-5%,8%,6%,2%,11%[10 µM]
CNC(=S)N(CCc1c(C)[nH]c2ccc(C)cc12)Cc1ccc(OC)c(OC)c1,-1%,5%,1%,-4%,-31%,6%,nt
N#C/C(=C(/O)COc1ccccc1)c1nc2ccccc2s1,4%,3%,5%,23%,?,2%,nt
O=C(NCc1ccco1)Nc1ccc2nsnc2c1,-5%,3%,-5%,-4%,-17%,26%[38.3 µM],14%
CS(=O)c1ccc(-c2nc(-c3ccc(F)cc3)c(-c3ccncc3)[nH]2)cc1 (configuration not stated),-8%&-14%&-1%,4%&1%&4%,nt,nt,nt,-16%&-4%&-3%,-17%&-4%&9%
COc1ccc(/C=C/C(=O)O)cc1COc1cccc(C)c1,-5%,-7%,-3%,14%,0%,8%,-24%[10 µM]
CCN(CC)S(=O)(=O)c1ccc2c(c1)c(=O)c(C(=O)NCCCN(C)c1ccccc1)cn2C,-6%,-5%,?,1%,0%,22%[38.3 µM],-20%
O=C(NCc1ccccn1)c1nnc(Cc2ccc(Cl)cc2)o1,-10%,7%,5%,-2%,4%,0%,-7%
O=C1NC(C(=O)O)=CC(c2ccc([N+](=O)[O-])cc2)N1 (configuration not stated),2%,-12%,?,-8%,-9%[9.22 µM],nt,17%[10 µM]
COCCCNC(=O)Cn1ncc2ccsc2c1=O,5%,-8%,-5%,6%,3%,-3%[38.3 µM],-23%
CCOC(=O)n1c(=O)n(Cc2ccccc2Cl)c2ccccc21,-5%,3%,0%,-1%,-6%,-4%[38.3 µM],18%
CCOc1ccc(S(=O)(=O)NCCC(=O)NCc2ccco2)cc1,0%,-1%,8%,-3%,-13%,-8%[38.3 µM],-8%
O=C(CSc1nnnn1C1CCCCC1)NCc1ccco1,-11%,11%,0%,-6%,-6%,17%[38.3 µM],10%
C/C(=N\NC(=O)CCC(=O)Nc1ccccc1)c1cccs1,2%,-6%,2%,6%,11%,4%,2%[10 µM]
Oc1cccc(/C=N/NC(=S)NCCN2CCOCC2)c1O,-4%,13%,4%,?,?,12%,10%[10 µM]
CC/C(=C(/c1ccccc1)c1ccc(OCCN(C)C)cc1)c1ccccc1,-5%,0%,nt,nt,nt,5%,-242%[inhibitor]
CCCCCCNCc1cccc(Br)c1,-8%,-3%,1%,9%,11%,-4%[38.3 µM],-2%
Cc1ccc(NC(=O)c2c(C(F)(F)F)nn(C)c2Cl)cc1C,-15%,8%,-4%,13%,5%,-3%[38.3 µM],-9%
CCCCCCCCC(=O)Nc1cc(C)ccc1OC,5%,-2%,?,-3%,-9%,12%,15%[10 µM]
O=C(CSCc1ccc([N+](=O)[O-])cc1)Nc1ccccc1C(=O)O,4%,0%,3%,-7%,9%,6%,-1%
CC[n+]1c(C)cc2c(sc3ccccc32)c1C,-15%,4.5µM*,11%,7%,16%,9%,nt
COC(=O)/C=C1/SC(=Nc2ccc(Cl)c(Cl)c2)NC1=O,-3%,-8%,-4%,-8%,-4%[9.22 µM],nt,-1%[10 µM]

# (further entries)
SMILES,aGlu spleen mod,GoLoco inh red,GAA inhib,GAA glycogen mod,HTT aggregate,IMPase Li cell,HTT ATP protect
CC(C)n1c(=O)c2c(O)cc(=O)oc2c2ccccc21,-4%,34%[activator],8%,-1%,-10%,-22%[38.3 µM],-37%[inhibitor]
CCN(c1cccc(C)c1)S(=O)(=O)c1cccc2nsnc12,13%,-1%,-14%,-27%,0%,33%[38.3 µM],21%
COc1ccccc1CN1CC[C@@]2(CCCN(S(=O)(=O)c3ccccc3)C2)C1,-8%,15%,nt,nt,nt,30%[activator],-35%[inhibitor]
Cc1ccoc1C(=O)Nc1ccc(CC(=O)O)cc1,1%,12%,?,3%,-4%,12%[38.3 µM],-82%[inhibitor]
O=C(Nc1cc(Cl)ccc1Oc1ccccc1)c1cnccn1,0%,5%,3%,5%,-2%[9.22 µM],18%[38.3 µM],10%
CCOC(=O)C1=C(C)Nc2nc3ccccc3n2C1c1ccc(O)cc1 (configuration not stated),-7%,4%,nt,8%,-10%[9.22 µM],nt,8%[10 µM]
O=C1OCCN1C(=O)[C@H]1[C@H](c2ccccc2)C(c2ccccc2)=NN1c1ccccc1,1%,-24%,nt,nt,nt,-1%,-30%
CC(C)(C)OC(=O)NCCCC1=CC2=CC(=O)C(C)(O)C(=O)C2=CO1 (configuration not stated),4%,-2%,nt,nt,nt,-17%,3%
CC(Sc1nncs1)C(=O)NCC(=O)Nc1ccc(F)c(F)c1F (configuration not stated),0%,7%,1%,10%,18%,1%,23%[10 µM]
CN(C)S(=O)(=O)c1ccc(C(=O)N2CCN(S(=O)(=O)c3cccs3)CC2)cc1,-3%,0%,4%,5%,-16%,3%,-34%[inhibitor]
CC(=O)c1ccc(N=Nc2ccc(N(C)C)cc2)cc1,1%,11%,-11%,-3%,23%,0%,nt
CCCCOC(=O)c1ccc(-c2ccc(/C=N/NC(=S)NCC)o2)cc1,-4%,-2%,0%,11%,-2%,13%[38.3 µM],-16%
COc1ccc(/C=N/N2CCOCC2)cc1COc1ccc(F)cc1,-1%,-4%,5%,16%,-4%,10%,-78%[inhibitor]
COC(=O)CCC(=O)Nc1cccc2ccccc12,-5%,2%,7%,2%,3%,-16%[38.3 µM],11%
Cc1cccc(NC(=S)NN(Cc2ccccc2)c2ccccc2)c1C,-4%,5%,-3%,-12%,?,39%[38.3 µM],-6%

# These rows are one share of the data; rates above refer to the full screens.
